Chronic BCR inh: qHTS Assay to Find Inhibitors of Chronic Active B-Cell Receptor Signaling; ABC-DLBCL IkBa-CBG/CBR reporter, luminescence ratio, 4 h; Potency, µM (doses to about 46.1 µM), without a hit: at the highest dose ratio change, negative = lower green/red ratio, usual class: inhibitors; hit rate 0.05% among 340,000; AID 493014, 2011; active = well fitted inhibition curve with a large enough effect in the signal ratio, with a control signal flat, not every such curve was filed as active; inconclusive = small, poorly fitted or top-dose-only effect, or effect the other way, or a change in a side signal; the % refers to the signal ratio;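 also: potency is read from the fitted curve at half-maximal effect; plate controls were basal doxycycline-induced cells for no effect and cells given 10 µM MG132 for full effect; MG132 reads +100%, hits lower the ratio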
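Doxycycline induced both beetle luciferases in TMD8 lymphoma cells; IKK-driven degradation limits the IkappaBalpha-fused green signal, while red luminescence normalises for cell number and nonspecific effects. Compounds tested up to 46 uM, 4 hrs.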
TCR act: Activators of T cell receptors: qHTS campaign. Potency, µM (highest dose often 9.22 µM), without a hit: at the top dose activation of IL-2 secretion, usual class: activators. primary human leukocytes, anti-CD3, IL-2 HTRF, 48 h. 330,000 tested, under 10 active; also: % of control where 0% means no effect
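Using a-CD3 beads without co-stimulation, primary human leukocytes were exposed to compounds for 48 hr. An HTRF IL-2 kit measured the cytokine, with europium-to-d2 energy transfer producing emission at 665nm upon 320nm excitation.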
Mito fusion act: qHTS Assay for Small Molecule Inhibitors of Mitochondrial Division or Activators of Mitochondrial Fusion. hit rate 0.23% among 320,000. AID 485298, 2010. S. cerevisiae fusion-defective mutant growth rescue, CellTiterGlo 48 h. Potency, µM (series often up to 46.1 µM), inactives show top-dose growth rescue (activation), hits mostly activators;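 also: potency is read from the fitted curve at half-maximal effect; % of control where 0% means no effect; nearly all actives have a fitted effect of over 45% in size; temperature-sensitive fusion mutants such as fzo1-1 at 37 °C on non-fermentable ethanol glycerol medium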
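Luminescent cell viability in 1536-well qHTS format served as the measure of rescued growth in ts fusion-mutant S. cerevisiae cultured on non-fermentable YPEG for 48 hours at 37C.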
B2AR arrestin: qHTS assay of beta-arrestin-biased ligands of beta2-adrenergic receptor. Beta-2 adrenergic receptor (Homo sapiens), P07550. beta-arrestin recruitment to beta2AR, cell-based reporter. Potency, µM (titrated, usually from 46.1 µM), for the others: at the highest dose activation, usual class: activators. hit rate 0.02% among 330,000;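 also: potency is read from the fitted curve at half-maximal effect; 0% = DMSO controls and full agonism = EC100 isoproterenol or metaproterenol; nearly all actives have a fitted effect of over 65% in size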
Target sequence (P07550 whole entry, looked up): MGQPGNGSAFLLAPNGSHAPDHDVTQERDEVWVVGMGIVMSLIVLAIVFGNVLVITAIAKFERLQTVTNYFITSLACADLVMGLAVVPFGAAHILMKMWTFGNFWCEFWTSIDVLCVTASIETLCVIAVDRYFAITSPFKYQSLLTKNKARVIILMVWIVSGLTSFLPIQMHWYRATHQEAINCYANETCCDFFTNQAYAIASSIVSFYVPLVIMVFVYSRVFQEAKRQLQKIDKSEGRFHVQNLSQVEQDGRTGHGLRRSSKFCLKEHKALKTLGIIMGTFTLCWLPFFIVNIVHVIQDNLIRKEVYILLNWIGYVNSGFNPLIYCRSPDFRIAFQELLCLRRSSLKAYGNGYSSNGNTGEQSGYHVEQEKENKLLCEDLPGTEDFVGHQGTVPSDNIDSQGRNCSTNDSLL
ELG1 DNA repair: qHTS screen for small molecules that inhibit ELG1-dependent DNA repair in human embryonic kidney (HEK293T) cells expressing luciferase-tagged ELG1. HEK293T ELG1-luciferase reporter, luminescence, 16 h; DNA damage induced by 5-fluorouridine. Potency, µM (doses to about 46.1 µM), for inactives: at the top dose activity change, negative = inhibition, hits mostly inhibitors. hit rate 2.3% among 330,000; also: potency is read from the fitted curve at half-maximal effect; % is scaled to controls: 0 for no effect and ±100 for the full control effect; nearly all actives have a fitted effect of over 55% in size
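Reporter activity after DNA damage by 5-fluorouridine is monitored. Compound-treated cells incubate 16 hr at 37 °C, then ONE-Glo is added for 30 min before luminescence reading.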
PTAP TSG101 blk: qHTS Assay for Iinhibitors of HIV-1 Budding by Blocking the Interaction of PTAP/TSG101; Tumor susceptibility gene 101 protein (Homo sapiens), Q99816; Fluorescence polarization, FITC-PTAP peptide / Tsg101 binding; Potency, µM (doses to about 115 µM), for inactives: top-dose activity change, negative = inhibition, hits mostly inhibitors; 340,000 tested, under 10 active; AID 493005, 2010; active = well fitted inhibition curve with a large enough effect in the main read-out, with a control signal flat, not every such curve was filed as active; inconclusive = small, poorly fitted or top-dose-only effect, or effect the other way, or a change in a side signal; inactive = no such curve, though single readings can be large or run the other way; also: potency is read from the fitted curve at half-maximal effect; % of control where 0% means no effect
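Fluorescence anisotropy tracks displacement of a FITC-tagged PTAP peptide (50 nM) from the Tsg101 binding domain (10 uM), following a 20 min room-temperature incubation at pH 7.5.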
USP2a block: qHTS Assay for Inhibitors of Ubiquitin-specific Protease USP2a Using CHOP2 as the Reporter | hit rate 0.01% among 330,000 | Potency, µM (titrated, usually from 38.3 µM), for inactives: at the highest dose activity change, negative = inhibition, hits mostly inhibitors | USP2 core, Ub-CHOP2 coupled fluorogenic reporter, 485/531 | AID 463254, 2010;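 also: potency is read from the fitted curve at half-maximal effect; plate controls were DMSO wells for no effect and full inhibition by NEM control for full effect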
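Cell-free coupled assay: 10nM USP2 core preincubated 30min RT with compound in Tris-HCl pH 8.0/CaCl2/CHAPS buffer, then 25nM Ub-CHOP2 and 25nM reporter substrate; fluorescence (Ex 485/Em 531) read after 60min RT, normalized to NEM inhibition, concentration-response curves fitted.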
TSHR antagonist: Antagonists of the Thyroid Stimulating Hormone Receptor: HTS campaign. Thyrotropin receptor (Homo sapiens), P16473. TSHR-expressing cells, TSH-stimulated cAMP HTRF, 2 h; stronger effect = lower value. activity change, negative = inhibition, % at 11.5 µM. hit rate 0.2% among 330,000;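 active = activity change below a set negative limit, meaning inhibition stronger than a set level, cut at about -70% in these data; inconclusive = activity change between two set negative limits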; also: % is scaled to controls: 0 for no effect and ±100 for the full control effect
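Read-out is FRET at 665 nm (cryptate excitation 337 nm) from a cryptate-tagged anti-cAMP antibody, competed by cell cAMP against cAMP-d2. Compounds are tested on freshly harvested TSHR cells challenged with 4nM TSH (EC80) for 2 hours at 37 deg C.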
Eya2 phos inh: qHTS Assay for Inhibitors of the Phosphatase Activity of Eya2; Protein phosphatase EYA2 (Homo sapiens), O00167; recombinant Eya2, OMFP fluorescence dephosphorylation (OMFP is methylfluorescein phosphate); Potency, µM (titrated, usually from 76.9 µM), for the others: top-dose activity, negative = inhibition, actives largely listed as inhibitors; hit rate 0.006% among 330,000; also: potency is read from the fitted curve at half-maximal effect; % is scaled to controls: 0 for no effect and ±100 for the full control effect
Target sequence (O00167 whole entry, looked up): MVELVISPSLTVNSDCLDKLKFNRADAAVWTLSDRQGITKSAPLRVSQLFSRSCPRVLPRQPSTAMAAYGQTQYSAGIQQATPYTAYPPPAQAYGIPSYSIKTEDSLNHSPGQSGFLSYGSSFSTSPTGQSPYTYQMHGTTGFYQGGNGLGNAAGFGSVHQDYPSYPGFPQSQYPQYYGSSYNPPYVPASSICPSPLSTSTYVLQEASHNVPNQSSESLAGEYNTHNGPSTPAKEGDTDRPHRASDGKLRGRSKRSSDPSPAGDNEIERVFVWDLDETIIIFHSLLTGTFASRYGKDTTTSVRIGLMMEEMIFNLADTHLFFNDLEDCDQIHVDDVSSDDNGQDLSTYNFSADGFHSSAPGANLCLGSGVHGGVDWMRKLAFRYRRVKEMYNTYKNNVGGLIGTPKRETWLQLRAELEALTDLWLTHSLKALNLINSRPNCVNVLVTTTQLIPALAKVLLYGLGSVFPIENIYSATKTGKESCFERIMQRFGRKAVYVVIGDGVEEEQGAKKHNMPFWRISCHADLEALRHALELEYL
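Eya2 (0.2 uM) preincubated 10 min at ambient with compound, then OMFP substrate added at 50 uM; 10 min reaction in 50 mM HEPES pH 7.5, 50 mM NaCl, 5 uM MgCl2, 0.05% BSA, 1 mM DTT. Fluorescence read at Ex 485/Em 525 nm.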
uPA generation: qHTS for Inhibitors of Cell Surface uPA Generation; hit rate 0.31% among 330,000; cell surface uPA generation assay, qHTS; Potency, µM (titrated, usually from 38.3 µM), for inactives: top-dose activity change, negative = inhibition, usual class: inhibitors; active = well fitted inhibition curve with a large enough effect; inconclusive = small, poorly fitted or top-dose-only effect; inactive = no such curve, though single readings can be large or run the other way; tested in mouse RAW 264.7 cells; also: potency is read from the fitted curve at half-maximal effect; % is scaled to controls: 0 for no effect and ±100 for the full control effect; nearly all actives have a fitted effect of over 55% in size
Tb PFK inh: qHTS Assay to Find Inhibitors of T. brucei phosphofructokinase; hit rate 0.17% among 330,000; AID 485367, 2010; ATP-dependent 6-phosphofructokinase (Trypanosoma brucei brucei), O15648; Potency, µM (highest dose often 57.5 µM), without a hit: at the highest dose activity, negative = inhibition, usual class: inhibitors; T. brucei PFK, ADP-Glo luminescence;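 also: potency is read from the fitted curve at half-maximal effect; 0% = uninhibited 1x PFK enzyme wells and -100% = no-enzyme wells; nearly all actives have a fitted effect of over 60% in size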
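Luminescent ADP detection (ADP-Glo, two-step: ATP depletion then ADP-to-ATP conversion for luciferase) reported PFK activity after 45 min room-temperature reaction of 1.25 nM enzyme with 0.5 mM F6P and 0.1 mM ATP at pH 8.0.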
Starred values were filed as active, the others as inactive; & = joins results of further samples; [ ] = another dose, or the depositor's remark. Unless noted, calls follow the shape of the dose curve; as a rule, active = well fitted curve in the direction sought with a large enough effect; inconclusive = small, poorly fitted or top-dose-only effect, or another doubt; inactive = no such curve, though single readings can be large; an effect the other way counts as inactive or inconclusive.

`Cc1ccc(-c2nn(-c3cc(Cl)ccc3[N+](=O)[O-])c(=O)c3ccccc23)cc1` gave Chronic BCR inh inconclusive, Mito fusion act 0.1%, B2AR arrestin 0.1%, ELG1 DNA repair -8.9%, PTAP TSG101 blk -4.2%, USP2a block -1.8%, TSHR antagonist -0.2, Eya2 phos inh -11.1%, uPA generation 8.2% and Tb PFK inh -1.4%.
`O=C(O)c1ccc(Br)c(S(=O)(=O)N2CCCC2)c1` gave Chronic BCR inh -0.1%, Mito fusion act 0.6%, B2AR arrestin -1.0%, ELG1 DNA repair 1.1%, USP2a block 0.4%, TSHR antagonist 32.3, Eya2 phos inh 6.7%, uPA generation 4.2% and Tb PFK inh -2.6%.
For Cc1cccc(-n2ncc3c(Nc4ccc(F)cc4)ncnc32)c1 the results were Chronic BCR inh inconclusive, TCR act 4.7%, Mito fusion act 19.9%, B2AR arrestin 0.0%, ELG1 DNA repair inconclusive, PTAP TSG101 blk -0.4%, USP2a block -2.7%, TSHR antagonist -13.4, Eya2 phos inh 13.6%, uPA generation -0.3% and Tb PFK inh -0.7%.
Screening CN(CC(=O)Nc1ccc(F)cc1)C(=O)CCc1ccccc1 returned Chronic BCR inh -4.5%, TCR act 2.1%, Mito fusion act inconclusive, B2AR arrestin 0.2%, ELG1 DNA repair -17.7%, PTAP TSG101 blk -2.7%, USP2a block -4.7%, TSHR antagonist 4.0, Eya2 phos inh 3.8%, uPA generation 0.5% and Tb PFK inh 1.0%.
`O=C(c1ccc(-c2nnc(Nc3ccccc3)c3ccccc23)cc1)N1C[C@H]2C[C@H](C1)c1cccc(=O)n1C2` gave Chronic BCR inh -2.1%, TCR act -5.7%, Mito fusion act 2.1%, B2AR arrestin -0.7%, ELG1 DNA repair -16.3%, PTAP TSG101 blk -3.6%, USP2a block 0.9%, TSHR antagonist 9.1, Eya2 phos inh -0.6%, uPA generation -4.0% and Tb PFK inh -2.1%.
Screening Cc1nnc(SCc2ccc(F)cc2)s1 returned Chronic BCR inh inconclusive, TCR act 3.6%, Mito fusion act -2.1%, B2AR arrestin 0.0%, ELG1 DNA repair inconclusive, PTAP TSG101 blk -0.7%, USP2a block 2.1%, TSHR antagonist -5.9, Eya2 phos inh -16.3%, uPA generation -6.3% and Tb PFK inh -2.6%.
For O=C(CCC(=O)c1cccs1)OCc1ccc([N+](=O)[O-])cc1 the results were Chronic BCR inh 2.3%, TCR act -4.0%, Mito fusion act -2.1%, B2AR arrestin 0.2%, ELG1 DNA repair 7.4%, PTAP TSG101 blk -7.6%, USP2a block -1.2%, TSHR antagonist -38.1, Eya2 phos inh 2.8%, uPA generation -1.1% and Tb PFK inh -14.3%.
N#C/C(=C\c1ccc(O)c(Br)c1)C(=O)N1CCCCC1 was read as Chronic BCR inh 2.1%, Mito fusion act 2.7%, B2AR arrestin 0.5%, ELG1 DNA repair 25.7%, PTAP TSG101 blk -4.0%, USP2a block 1.1%, TSHR antagonist 6.9, Eya2 phos inh 8.6%, uPA generation 0.2% and Tb PFK inh 1.9%.
For CC(C)C(=O)Nc1cccc(C(=O)OCC(=O)c2ccc(Cl)cc2Cl)c1 the results were Chronic BCR inh 9.3%, TCR act -0.6%, Mito fusion act 0.9%, B2AR arrestin 0.0%, ELG1 DNA repair -0.4%, PTAP TSG101 blk -5.1%, USP2a block 3.4%, TSHR antagonist -3.4, Eya2 phos inh 10.0% and Tb PFK inh -0.2%.
Screening COc1ccc(S(=O)(=O)NC(CC(=O)NCCc2ccc(OC)c(OC)c2)C(C)C)cc1 (configuration not stated) returned Chronic BCR inh -3.1%, TCR act 3.9%, Mito fusion act -0.5%, B2AR arrestin -0.8%, ELG1 DNA repair 16.0%, PTAP TSG101 blk 1.1%, USP2a block 1.6%, TSHR antagonist -5.0, Eya2 phos inh -1.2%, uPA generation 3.9% and Tb PFK inh -0.4%.
Screening COc1ccc(NC(=O)C(NC(=O)OC(C)(C)C)C(C)OCc2ccccc2)cc1 (configuration not stated) returned Chronic BCR inh -11.4%, TCR act -1.9%, Mito fusion act 2.3%, B2AR arrestin -0.3%, ELG1 DNA repair -1.3%, PTAP TSG101 blk -1.4%, USP2a block -0.7%, TSHR antagonist 1.5, Eya2 phos inh -14.2% and Tb PFK inh -5.4%.
For CCN(CC(=O)NCc1ccc(Cl)cc1)C(=O)/C=C/c1ccccc1 the results were Chronic BCR inh -6.5%, TCR act -24.3%, Mito fusion act 12.4%, B2AR arrestin 0.0%, ELG1 DNA repair -6.4%, PTAP TSG101 blk -0.2%, USP2a block -3.3%, TSHR antagonist -11.8, Eya2 phos inh 9.1%, uPA generation -0.8% and Tb PFK inh -3.7%.
Screening CCOc1ccc(CCNC(=O)C2CCCN2C(=O)OCc2ccccc2)cc1OCC (configuration not stated) returned Chronic BCR inh -1.5%, TCR act 4.1%, Mito fusion act 4.6%, B2AR arrestin 0.0%, ELG1 DNA repair 16.2%, PTAP TSG101 blk -9.7%, USP2a block -1.4%, TSHR antagonist -4.3, Eya2 phos inh 3.8%, uPA generation 15.5% and Tb PFK inh 0.4%.
CC(C)OCCCNC(=O)c1c(N)n(/N=C/c2cccs2)c2nc3ccccc3nc12 was read as Chronic BCR inh -2.5%, TCR act -4.4%, Mito fusion act 0.3%, B2AR arrestin 0.1%, ELG1 DNA repair -15.8%, PTAP TSG101 blk 0.0%, USP2a block 3.9%, TSHR antagonist -2.2, Eya2 phos inh 17.1%, uPA generation 4.0% and Tb PFK inh -0.2%.
`CC(C)Cn1c(=O)n(C)c(=O)c2[nH]cnc21` gave Chronic BCR inh -2.3%, TCR act 15.6%, Mito fusion act -5.7%&8.6%, B2AR arrestin 2.4%, ELG1 DNA repair 24.3%, PTAP TSG101 blk 2.0%, USP2a block -4.0%, TSHR antagonist 6.2&-1.3, Eya2 phos inh -1.8%&17.2%, uPA generation -28.7% and Tb PFK inh -1.0%.
Screening CCOC(=O)/C(C#N)=C/c1cn(CCC(=O)O)nc1-c1cccc(Br)c1 returned Chronic BCR inh 9.8%, TCR act 2.8%, Mito fusion act -5.9%, B2AR arrestin 0.0%, ELG1 DNA repair 1.4%, PTAP TSG101 blk 6.2%, USP2a block 1.5%, TSHR antagonist -15.4, Eya2 phos inh 2.9%, uPA generation -3.7% and Tb PFK inh 1.3%.
For N#Cc1cnn(-c2ncnc3sc4c(c23)CCCC4)c1N the results were Chronic BCR inh -17.4%, TCR act -11.5%, Mito fusion act 15.7%, B2AR arrestin -0.6%, ELG1 DNA repair 0.0%, PTAP TSG101 blk -7.5%, USP2a block 1.5%, TSHR antagonist 12.1, Eya2 phos inh 13.9%, uPA generation 2.5% and Tb PFK inh -3.8%.
`Cc1c(Cl)cccc1NC(=S)NC(=O)CCN1C(=O)c2ccccc2C1=O` gave Chronic BCR inh 7.6%, TCR act 6.4%[46.1 µM], Mito fusion act -6.2%, B2AR arrestin -1.0%, ELG1 DNA repair 14.0%, PTAP TSG101 blk -2.0%, USP2a block 2.7%, TSHR antagonist 10.2, Eya2 phos inh 0.4%, uPA generation 3.3% and Tb PFK inh -0.5%.
For CCCCn1c(N)c(N(CC(C)C)C(=O)CSC(C)C(=O)Nc2cc(C)on2)c(=O)[nH]c1=O (configuration not stated) the results were Chronic BCR inh -10.3%, TCR act -3.6%, Mito fusion act -0.5%, B2AR arrestin -0.2%, ELG1 DNA repair -2.1%, PTAP TSG101 blk -0.9%, USP2a block -1.0%, TSHR antagonist 2.6, Eya2 phos inh 11.5%, uPA generation 5.3% and Tb PFK inh 0.1%.
`CC(=O)c1c(C)[nH]c(C(=O)COc2cc(C)ccc2C(C)C)c1C` gave Chronic BCR inh 5.9%, TCR act -2.9%, Mito fusion act 14.1%, B2AR arrestin 0.2%, ELG1 DNA repair inconclusive, PTAP TSG101 blk -2.3%, USP2a block 2.6%, TSHR antagonist inconclusive, Eya2 phos inh 0.9%, uPA generation -4.4% and Tb PFK inh 0.3%.
